Screening results from PubChem BioAssay.
bovine MsrA act = activators of bovine methionine sulfoxide reductase A. purified bovine MsrA, absorbance read-out. activation, % at 10.6 µM. 0.3% of 360,000 active. AID 602163; in the data active means activation above about 7.5%;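 further: 0% = vehicle and 100% = reference activator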
FAS-TE inh = FAS thioesterase (human) inhibition; P49327; recombinant FAS-TE, OMFH fluorogenic substrate, fluorescence endpoint; inhibition, % at 15 µM; 0.67% of 360,000 active; AID 602261;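 active means compounds whose normalised, plate-corrected inhibition of enzyme fluorescence in the single-dose primary screen is 50% or more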;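 further: 0% = DMSO with enzyme and 100% = substrate without enzyme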
Target sequence (P49327 whole entry, looked up): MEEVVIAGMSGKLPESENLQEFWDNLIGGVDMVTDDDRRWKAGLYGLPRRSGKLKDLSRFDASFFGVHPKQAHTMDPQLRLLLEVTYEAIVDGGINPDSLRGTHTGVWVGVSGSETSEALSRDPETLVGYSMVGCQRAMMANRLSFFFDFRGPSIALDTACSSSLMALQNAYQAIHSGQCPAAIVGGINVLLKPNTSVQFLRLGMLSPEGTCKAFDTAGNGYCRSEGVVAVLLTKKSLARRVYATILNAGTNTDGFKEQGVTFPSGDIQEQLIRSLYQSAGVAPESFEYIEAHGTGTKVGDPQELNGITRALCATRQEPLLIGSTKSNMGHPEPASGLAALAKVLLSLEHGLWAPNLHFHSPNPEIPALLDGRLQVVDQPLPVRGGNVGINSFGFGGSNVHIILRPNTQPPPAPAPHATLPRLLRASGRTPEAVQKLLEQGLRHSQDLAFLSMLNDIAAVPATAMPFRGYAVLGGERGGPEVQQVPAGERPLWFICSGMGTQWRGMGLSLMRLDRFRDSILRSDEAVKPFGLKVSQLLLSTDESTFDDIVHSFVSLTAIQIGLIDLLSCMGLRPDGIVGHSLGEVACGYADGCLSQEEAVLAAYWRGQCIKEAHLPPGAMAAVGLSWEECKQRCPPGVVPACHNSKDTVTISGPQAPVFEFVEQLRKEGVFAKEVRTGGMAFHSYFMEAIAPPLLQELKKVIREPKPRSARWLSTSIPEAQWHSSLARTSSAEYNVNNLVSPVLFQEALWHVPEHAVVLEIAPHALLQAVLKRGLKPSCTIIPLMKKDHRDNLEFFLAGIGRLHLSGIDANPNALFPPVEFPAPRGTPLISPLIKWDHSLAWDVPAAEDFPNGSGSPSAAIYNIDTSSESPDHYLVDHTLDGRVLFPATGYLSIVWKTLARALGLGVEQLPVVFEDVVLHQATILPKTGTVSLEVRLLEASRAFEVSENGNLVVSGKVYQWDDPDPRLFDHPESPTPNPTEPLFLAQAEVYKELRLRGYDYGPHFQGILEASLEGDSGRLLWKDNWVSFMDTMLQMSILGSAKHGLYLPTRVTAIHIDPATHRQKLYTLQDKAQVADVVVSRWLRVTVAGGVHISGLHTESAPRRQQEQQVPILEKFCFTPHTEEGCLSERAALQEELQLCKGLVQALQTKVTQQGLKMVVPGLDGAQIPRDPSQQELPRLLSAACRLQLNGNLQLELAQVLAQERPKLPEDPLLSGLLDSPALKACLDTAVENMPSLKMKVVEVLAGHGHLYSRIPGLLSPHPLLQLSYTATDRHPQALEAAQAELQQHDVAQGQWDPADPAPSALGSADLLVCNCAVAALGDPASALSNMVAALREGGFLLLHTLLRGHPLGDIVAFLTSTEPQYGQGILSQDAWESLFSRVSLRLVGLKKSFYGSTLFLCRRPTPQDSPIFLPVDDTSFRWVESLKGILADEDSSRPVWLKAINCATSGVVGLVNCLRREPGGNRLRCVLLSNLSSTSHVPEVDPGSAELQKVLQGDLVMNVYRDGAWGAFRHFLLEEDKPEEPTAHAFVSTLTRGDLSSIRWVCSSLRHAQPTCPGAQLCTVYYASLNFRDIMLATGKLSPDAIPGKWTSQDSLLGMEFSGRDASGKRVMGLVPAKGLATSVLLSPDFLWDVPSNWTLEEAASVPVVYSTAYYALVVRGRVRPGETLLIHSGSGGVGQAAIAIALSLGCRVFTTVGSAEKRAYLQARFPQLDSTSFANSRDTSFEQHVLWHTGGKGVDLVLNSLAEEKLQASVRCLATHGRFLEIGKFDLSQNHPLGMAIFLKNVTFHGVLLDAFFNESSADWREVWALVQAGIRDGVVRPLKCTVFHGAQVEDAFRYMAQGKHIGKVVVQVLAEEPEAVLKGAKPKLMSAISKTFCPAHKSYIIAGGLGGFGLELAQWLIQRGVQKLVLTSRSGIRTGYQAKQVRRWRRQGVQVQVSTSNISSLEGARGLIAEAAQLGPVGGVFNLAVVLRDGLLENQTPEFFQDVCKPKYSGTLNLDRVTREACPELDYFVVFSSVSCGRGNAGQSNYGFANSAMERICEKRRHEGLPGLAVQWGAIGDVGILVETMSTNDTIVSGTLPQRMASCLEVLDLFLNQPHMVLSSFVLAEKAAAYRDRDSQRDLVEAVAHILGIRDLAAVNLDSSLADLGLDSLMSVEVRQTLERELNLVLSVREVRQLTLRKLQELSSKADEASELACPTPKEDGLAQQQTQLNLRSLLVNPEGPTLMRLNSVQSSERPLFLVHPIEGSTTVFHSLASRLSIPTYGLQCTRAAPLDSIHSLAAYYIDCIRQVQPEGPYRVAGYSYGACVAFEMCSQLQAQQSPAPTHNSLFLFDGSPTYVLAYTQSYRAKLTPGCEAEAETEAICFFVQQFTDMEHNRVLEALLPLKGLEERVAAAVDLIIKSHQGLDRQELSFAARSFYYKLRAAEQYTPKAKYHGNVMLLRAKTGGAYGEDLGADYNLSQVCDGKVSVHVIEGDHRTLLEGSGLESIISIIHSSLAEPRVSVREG
Rin1-Abl PPI inh = inhibitors of human Rin1-Abl protein interaction. 0.4% of 360,000 active. TR-FRET Rin1/Abl binding, biochemical. inhibition, % at 7.35 µM. P00519+Q13671; in the data active means inhibition above about 5%, passing the limit was not always enough
SKN-1 inh = inhibitors of C. elegans SKN-1; C. elegans VP596 Pgst-4::GFP/RFP ratio, acrylamide-induced, 24 h; inhibition, % at 21.8 µM; 0.49% of 360,000 active; AID 624304;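 active means interference check ratio from 0.5 to 1.5 plus GFP to RFP signal ratio inhibition reaching or exceeding a fixed threshold, cut at about 30% in these data, passing the limit was not always enough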; further: some compounds called inactive have numbers as strong as hits
CendR NRP1 mod = alters CendR peptide binding to human NRP-1. O14786. FAM-RPARPAR peptide binding to NRP-1, fluorescence polarization. inhibition, % at 25 µM. 0.85% of 360,000 active. AID 602438;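 active means inhibition or corrected inhibition above about 18%, plus a signal ratio from 0.5 to 1.5, limit read from the data, passing the limit was not always enough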; further: strong numbers were not always called active
MsrA inh = bovine MsrA inhibition | AID 651718 | purified bovine MsrA, absorbance read-out | 0.75% of 360,000 active | inhibition, % at 15.5 µM; in the data active means inhibition above about 4.5%;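 further: 0% = vehicle wells with enzyme and 100% = reference inhibitor wells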
Neddylation inh = inhibitors of human cullin neddylation; P61081+Q13564; TR-FRET cullin neddylation, biochemical; calls only at 25 µM; 0.58% of 360,000 active; AID 651699; in the data active means inhibition above about 36%
MT1-MMP act inh = MT1-MMP (human) activation inhibition. 0.061% of 360,000 active. GFP/RFP ratio change, % at 20 µM. HT1080 RFP-PRO-GFP cells, GFP/RFP ratio fluorescence, overnight; percent of plate control window, DMSO zero. P50281. AID 651647;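 active means GFP/RFP ratio change of at least 30% with cell ATP level not reduced by more than half and red fluorescence within 50% of control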; further: strong numbers were not always called active
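Assay system – RFP-PRO-GFP reporter HT1080 cells · Compound dosing – single dose of 20 µM compound, 1% DMSO final · Incubation – overnight compound exposure at 37 °C · Measure – GFP/RFP fluorescence ratio · Benchmarks – DMSO wells and RFP-L50D-GFP cells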
eLon inh = E. coli protease La inhibition; P0A9M0; purified E. coli Lon protease, fluorescence polarization; inhibition, % at 7.94 µM; 0.42% of 360,000 active; AID 602123; in the data active means inhibition above about 13%, passing the limit was not always enough;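 further: 0% = enzyme with probe and DMSO and 100% = no enzyme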
An asterisk follows results filed as active; i = inactive; . = not tested or not shown. Random draw from the library. Share with any hit: about 4.2%.

cpd | mol | bovine MsrA act | FAS-TE inh | Rin1-Abl PPI inh | SKN-1 inh | CendR NRP1 mod
1 | COc1ccccc1C(=O)C1CCCN(C(=O)CSc2ccccn2)C1 (centres undefined) | -10 | 3 | -1 | -4 | -1
2 | N#C/C(=C\c1cccc([N+](=O)[O-])c1)c1ccccn1 | -8 | 11 | 2 | 21 | 7
3 | CCc1cc2c(=O)n(CC)c(SC(C)C(=O)Nc3c(C)n(C)n(-c4ccccc4)c3=O)nc2s1 (centres undefined) | -3 | -6 | 0 | 2 | -6
4 | COc1ccc(OC)c2[nH]c(=O)c(CCNC(=O)c3cccs3)cc12 | -2 | -4 | -2 | 18 | 0
5 | CCN(CC(=O)Nc1c(F)cccc1F)C(=O)c1ccc(S(=O)(=O)N2CCC(C)CC2)cc1 | -2 | -4 | -2 | -5 | -20
6 | O=C(NC(=S)N1CCN(Cc2ccccc2)CC1)c1ccccc1 | -7 | -6 | 3 | -9 | 0
7 | CCC(C)Sc1nc2c(cnn2-c2ccc(F)cc2)c(=O)[nH]1 (centres undefined) | -1 | -1 | -1 | 8 | -2
8 | CCOC(=O)C1=C(C)N=C2SC(C(=O)OC)=CC(=O)N2C1c1ccc(OC)cc1 (centres undefined) | -2 | -2 | -4 | 5 | 14

cpd | MsrA inh | Neddylation inh | MT1-MMP act inh | eLon inh
1 | 0.5 | i | 6 | 10
2 | 4.4 | i | -3 | -7
3 | 0.3 | i | -2 | 2
4 | -0.1 | i | 5 | 6
5 | 0.5 | i | 4 | -9
6 | 0.9 | i | 0 | -75
7 | 0.3 | i | 6 | -8
8 | 1.2 | i | -13 | -11

cpd | mol | bovine MsrA act | FAS-TE inh | Rin1-Abl PPI inh | SKN-1 inh | CendR NRP1 mod
9 | CN(Cc1ccc2ccccc2c1)C(=O)c1ccc(C(F)(F)F)cc1 | 0 | 25 | 2 | 9 | -12
10 | Cc1ccc(N2C(=O)C3C4CC(=O)C(c5ccccc54)C3C2=O)cc1C (centres undefined) | -1 | -6 | -1 | 9 | -4
11 | COC(=O)c1ccc(NCC(=O)c2ccccc2)cc1 | 1 | 3 | -1 | 11 | 11
12 | CN(c1ccc(C(=O)N2CCCCC2)cc1)S(=O)(=O)c1ccccc1 | 0 | -6 | 3 | -6 | 9
13 | Cc1cc(C)c(C#N)c(SCc2cc3c(cc2Cl)OCO3)n1 | -10 | 34 | -2 | 5 | -1
14 | Cc1ccc(Cl)cc1-c1cc(C(=O)NCc2ccccc2)[nH]n1 | 0 | 15 | -4 | 8 | -6
15 | Cc1ccc(OCC(O)CN2CCN(CC(O)COc3ccc(C)cc3)CC2)cc1 (centres undefined) | -14 | -10 | -1 | -28 | 3
16 | CCc1onc(C)c1C(=O)Nc1ccc(N2CCOCC2)cc1 | -2 | -9 | 5 | 8 | 6

cpd | MsrA inh | Neddylation inh | MT1-MMP act inh | eLon inh
9 | -0.2 | i | 3 | 12
10 | 0.7 | i | 1 | -13
11 | -0.2 | i | 2 | 8
12 | -0.7 | i | 5 | -2
13 | -0.3 | i | 1 | 0
14 | -0.9 | i | -1 | 1
15 | 0.4 | i | -7 | 0
16 | -0.4 | i | 0 | 1

cpd | mol | bovine MsrA act | FAS-TE inh | Rin1-Abl PPI inh | SKN-1 inh | CendR NRP1 mod
17 | CC1(C)CC(N(Cc2cccs2)C(=O)c2ccco2)CCO1 (centres undefined) | -8 | -1 | 2 | -9 | -11
18 | O=C(NNC(=O)c1cc(Br)c(Br)s1)c1ccncc1 | -3 | -4 | -1 | -6 | -7
19 | c1nnn(C23CC4CC(CC(C4)C2)C3)n1 | -4 | -5 | -2 | -2 | -4
20 | CCN(C(=O)Cc1c(C(=O)O)n(C)c2ccccc12)c1ccc(F)cc1 | -4 | -3 | -3 | 2 | -4
21 | COc1ccc(-c2cc(=O)c3c(C)cc(O)cc3o2)cc1 | -10 | -1 | 4 | -1 | -17
22 | COCCNC(=O)C1CCN(C(=O)C2CC(=O)N(c3ccc(C)cc3)C2)CC1 (centres undefined) | -9 | -8 | -1 | -30 | -2
23 | CS(=O)(=O)N(CC(=O)N/N=C/c1ccc(OCC(=O)N2CCOCC2)cc1)c1ccccc1Cl | -2 | -12 | -1 | 4 | -6
24 | Nc1ncnc2c1ncn2[C@@H]1O[C@H](C(=O)NCC(F)(F)F)[C@@H](O)[C@H]1O | -2 | -8 | 0 | 1 | 10

cpd | MsrA inh | Neddylation inh | MT1-MMP act inh | eLon inh
17 | 2.0 | i | -3 | -3
18 | 2.8 | i | 0 | -6
19 | -0.2 | i | 1 | -3
20 | 1.3 | i | 3 | -3
21 | 1.0 | i | 0 | -5
22 | -0.4 | i | 0 | -1
23 | 1.4 | i | -1 | -6
24 | -0.5 | i | -1 | -12

cpd | mol | bovine MsrA act | FAS-TE inh | Rin1-Abl PPI inh | SKN-1 inh | CendR NRP1 mod
25 | Cc1ccc(-c2cc(C(=O)N/N=C/c3c[nH]c4ccccc34)[nH]n2)cc1 | -2 | 27 | 1 | 5 | 6
26 | Cc1ccc(S(=O)(=O)N2CCOC2CNC(=O)C(=O)NCCc2ccc(S(N)(=O)=O)cc2)cc1 (centres undefined) | -10 | -6 | 0 | -4 | -1
27 | O=C(N/N=C/c1cc(Br)c(O)c([N+](=O)[O-])c1)C(O)(c1ccccc1)c1ccccc1 | -5 | -2 | -1 | 2 | 16
28 | CC(C)C(C(=O)NCc1ccccc1)N(C)Cc1ccc(Cl)c(Cl)c1 (centres undefined) | . | . | . | -1 | 6
29 | CCOc1cc(NC(=S)NCCCN2CCOCC2)c(OCC)cc1NC(=O)C1CC1 | -13 | -10 | 3 | -7 | 9
30 | O=C(N/C(=C\c1ccc([N+](=O)[O-])cc1)C(=O)N1CCOCC1)c1ccco1 | -4 | 0 | -1 | 2 | 10
31 | COc1ccccc1C/C(N)=N/OC(=O)COc1ccc(C)cc1C | -1 | 14 | -4 | 13 | 14
32 | COc1cc(N2C(=O)C=CC2=O)ccc1N1C(=O)C=CC1=O | -13 | -2 | 0 | 12 | 15

cpd | MsrA inh | Neddylation inh | MT1-MMP act inh | eLon inh
25 | 1.3 | i | 4 | -9
26 | 1.9 | i | . | -17
27 | 3.0 | i | 4 | 5
28 | 1.5 | i | -9 | .
29 | 1.1 | i | . | 2
30 | 4.4 | i | -1 | 2
31 | -0.4 | i | 0 | 5
32 | -0.1 | i | 1 | 2

cpd | mol | bovine MsrA act | FAS-TE inh | Rin1-Abl PPI inh | SKN-1 inh | CendR NRP1 mod
33 | O=C(CN1C(=O)/C(=C2\SC(=S)N(C3CCS(=O)(=O)C3)C2=O)c2ccccc21)Nc1ccc(F)cc1 (centres undefined) | -1 | 5 | 0 | 4 | -17
34 | CC(OC(=O)Cc1c[nH]c2ccccc12)C(=O)N(C)c1ccccc1 (centres undefined) | -6 | -3 | 0 | 3 | 14
35 | COc1ccccc1/C=N/N1C(=O)C2C3C=CC(CC3)C2C1=O (centres undefined) | -11 | -4 | 3 | -3 | -9
36 | Cc1cc(O)c(C2(O)C(=O)Nc3cc(Br)ccc32)cc1C (centres undefined) | -7 | 2 | 4 | -7 | -6
37 | Cc1cc(C)cc(OCC(=O)N(Cc2cccs2)C2CCS(=O)(=O)C2)c1 (centres undefined) | 2 | -4 | 0 | 2 | -7
38 | CC(C)c1cc(C(=O)OCC(=O)NC(=O)NCc2ccco2)c(O)c(C(C)C)c1 | 1 | 19 | 2 | -14 | 4
39 | Cc1ccc(S(=O)(=O)CCC(=O)OCC(=O)Nc2ncc(Cl)cc2Cl)cc1 | 1 | -3 | 2 | 20 | -1
40 | O=C(C1CCCCC1)N1CCCC(c2nc(-c3ccc(F)cc3)no2)C1 (centres undefined) | -14 | 2 | -4 | 21 | -5

cpd | MsrA inh | Neddylation inh | MT1-MMP act inh | eLon inh
33 | 1.1 | i | 2 | 5
34 | -0.7 | i | 2 | -5
35 | -0.2 | i | 0 | -2
36 | 0.9 | i | -1 | 6
37 | 0.7 | i | 4 | -8
38 | -0.9 | i | -3 | -2
39 | -0.9 | i | -2 | 0
40 | -0.4 | i | 0 | -5

Of the compounds above, these contain a cyano group:
cpd | mol | bovine MsrA act | FAS-TE inh | Rin1-Abl PPI inh | SKN-1 inh | CendR NRP1 mod
2 | N#C/C(=C\c1cccc([N+](=O)[O-])c1)c1ccccn1 | -8 | 11 | 2 | 21 | 7
13 | Cc1cc(C)c(C#N)c(SCc2cc3c(cc2Cl)OCO3)n1 | -10 | 34 | -2 | 5 | -1

cpd | MsrA inh | Neddylation inh | MT1-MMP act inh | eLon inh
2 | 4.4 | i | -3 | -7
13 | -0.3 | i | 1 | 0

Next section:
cpd | mol | bovine MsrA act | FAS-TE inh | Rin1-Abl PPI inh | SKN-1 inh | CendR NRP1 mod
41 | O=C(O)CCN1C(=O)C(=C2CCCCCC2)SC1=S | -3 | -3 | -3 | -16 | -7
42 | CCc1c(C)sc2nc(SCC(=O)Nc3cc(C)on3)n(CCOC)c(=O)c12 | -3 | 0 | -1 | 24 | -4
43 | COc1ccc(-c2nnn(CCc3nn[nH]n3)n2)cc1 | -12 | -15 | 0 | -9 | -2
44 | COc1ccc(C(=O)NC(=S)Nc2ccc(S(=O)(=O)Nc3cc(C)on3)cc2)cc1OC | 8.2* | -3 | 0 | 4 | -3
45 | CCOc1cccc(C=NCCc2ccc(OC)c(OC)c2)c1O | 3 | -7 | -1 | 3 | 13
46 | CC(=O)c1cccc(NC(=O)CSc2ccc(-c3ccc4c(c3)OCO4)nn2)c1 | -3 | 11 | -5 | 8 | -4
47 | CCOC(=O)c1cc(CC)sc1NC(=O)COC(=O)c1cc[n+]([O-])cc1 | -4 | 1 | -2 | 4 | 6
48 | CCC(C)c1ccccc1NC(=O)COC(=O)CCc1cc(OC)c(OC)c(OC)c1 (centres undefined) | -4 | 1 | 0 | -1 | -22
49 | O=C(CSc1ccc2ccccc2c1)Nc1ccc(S(=O)(=O)Nc2nccs2)cc1 | -1 | -3 | -1 | 5 | -34

cpd | MsrA inh | Neddylation inh | MT1-MMP act inh | eLon inh
41 | 3.0 | i | -3 | -9
42 | -0.5 | i | -3 | 1
43 | 1.3 | i | 4 | -1
44 | -0.7 | i | 2 | 0
45 | 0.3 | i | 0 | -2
46 | 0.4 | i | -6 | -8
47 | -1.4 | i | -2 | 0
48 | 0.9 | i | 1 | -1
49 | -0.7 | i | 3 | -7

One compound at a time (already shown). Values in the order: bovine MsrA act	FAS-TE inh	Rin1-Abl PPI inh	SKN-1 inh	CendR NRP1 mod	MsrA inh	Neddylation inh	MT1-MMP act inh	eLon inh
COc1ccc(-c2nnn(CCc3nn[nH]n3)n2)cc1 as listed: -12	-15	0	-9	-2	1.3	i	4	-1
CCC(C)c1ccccc1NC(=O)COC(=O)CCc1cc(OC)c(OC)c(OC)c1 (centres undefined) as listed: -4	1	0	-1	-22	0.9	i	1	-1
CCOc1cccc(C=NCCc2ccc(OC)c(OC)c2)c1O as listed: 3	-7	-1	3	13	0.3	i	0	-2
O=C(CSc1ccc2ccccc2c1)Nc1ccc(S(=O)(=O)Nc2nccs2)cc1 as listed: -1	-3	-1	5	-34	-0.7	i	3	-7
CC(=O)c1cccc(NC(=O)CSc2ccc(-c3ccc4c(c3)OCO4)nn2)c1 as listed: -3	11	-5	8	-4	0.4	i	-6	-8
